USP1 inh: blocks the human USP1/UAF1 deubiquitinase complex; hit rate 0.23% among 390,000; recombinant USP1/UAF1, Ub-Rhodamine cleavage fluorescence; AID 743255; Potency, µM (highest dose often 57.1 µM), inactives show at the highest dose activity change, negative = inhibition, usual class: inhibitors; note: potency is the fitted concentration of half-maximal effect; % is set by controls: 0 for no effect and ±100 for the full control effect; nearly all actives have a fitted effect of over 60% in size; inactives centre near -12
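High-throughput fluorogenic screen: 1nM USP1/UAF1 complex, Ub-Rho substrate 150nM final, 50mM HEPES pH 7.8 with 0.5mM EDTA, 0.1 mg/ml BSA, 1mM TCEP and 0.01% Tween-20.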
LDHA inh: inhibitors of human lactate dehydrogenase A | purified LDHA, NADH/diaphorase-resazurin fluorescence; active compounds read low | activity change, % (values are at about 110 or 230 µM) | hit rate 0.15% among 480,000; in the data active = activity change below about -30%; inconclusive = mostly about -25% to -30%;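 note: plate controls were DMSO wells for no effect and wells without enzyme for full effect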
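Enzyme activity of human lactate dehydrogenase 5 (2 nM; 0.06 mM NADH, 0.2 mM pyruvate, 5 min, RT) is measured via a resazurin/diaphorase fluorescence readout of residual NADH.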
Vif-A3F inh: blocks the Vif interaction with APOBEC3F; HeLa A3F-eYFP + Vif (tagged APOBEC3F with the HIV-1 protein that degrades it), YFP fluorescence increase; Potency, µM (highest dose often 46.1 µM), inactives show top-dose activity, negative = active; hit rate 0.2% among 390,000; AID 602313; note: potency is the fitted concentration of half-maximal effect; % of control where 0% means no effect; nearly all actives have a fitted effect of over 65% in size
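HeLa cells stably expressing Vif plus C-terminally eYFP-tagged A3F were seeded, incubated overnight at 37 deg C, dosed with compound, incubated overnight again at 37 deg C. Yellow fluorescence (Ex 488/Em 500-530) reported blocked Vif-mediated A3F-eYFP degradation.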
GRP78 ERSR act: induces the endoplasmic reticulum stress response in human glioma cells | hit rate 0.02% among 420,000 | Potency, µM, for inactives: at the top dose activation, most hits filed as activators | U87-MG GRP78 promoter luciferase reporter, 16 h; note: potency is the fitted concentration of half-maximal effect; series mostly up to about 76 µM; % of control where 0% means no effect; nearly all actives have a fitted effect of over 35% in size
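ERSR induction read as luciferase luminescence (Bright-Glo, 10 min at room temperature) in stably transfected human U87-MG glioma cells exposed to compounds for 16 h, using GRP78 as sensor.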
PI4K2A inh: inhibitors of human PI4K2A; purified PI4K2A, ADP-Glo luminescence, 1 h; active compounds read low; activity change, negative = inhibition, % at 76.9 µM; hit rate 0.13% among 420,000; AID 1346378; in the data active = activity change below about -50%; inconclusive = mostly about -30% to -49%;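 note: -100% = wells without enzyme as full effect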
Target sequence (Q9BTU6 whole entry, looked up): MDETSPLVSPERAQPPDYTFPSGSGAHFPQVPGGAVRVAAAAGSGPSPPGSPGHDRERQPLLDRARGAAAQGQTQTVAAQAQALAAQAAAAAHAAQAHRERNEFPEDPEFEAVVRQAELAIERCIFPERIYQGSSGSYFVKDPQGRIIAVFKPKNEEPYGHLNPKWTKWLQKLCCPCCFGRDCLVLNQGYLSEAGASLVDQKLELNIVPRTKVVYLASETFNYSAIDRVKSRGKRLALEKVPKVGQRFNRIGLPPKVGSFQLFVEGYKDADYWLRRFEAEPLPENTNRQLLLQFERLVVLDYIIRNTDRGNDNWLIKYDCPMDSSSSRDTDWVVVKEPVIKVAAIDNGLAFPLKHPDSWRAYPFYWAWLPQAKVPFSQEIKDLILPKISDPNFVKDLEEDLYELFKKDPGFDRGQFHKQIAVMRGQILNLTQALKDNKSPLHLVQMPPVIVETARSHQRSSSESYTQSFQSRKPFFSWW
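Compounds are screened against recombinant PI4K2A using PI as substrate and ATP, the latter dispensed at 300 microM. Reactions run one hour at ambient temperature before ADP-Glo detection; full inhibition defined by wells lacking enzyme.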
IDH1 R132H inh: human IDH1 R132H inhibition. IDH1-R132H enzyme, NADPH consumption, diaphorase/resazurin fluorescence. Potency, µM (highest dose often 76.6 µM), without a hit: at the highest dose activity change, negative = inhibition, hits mostly inhibitors. hit rate 0.093% among 390,000; note: potency is the fitted concentration of half-maximal effect; % is set by controls: 0 for no effect and ±100 for the full control effect; nearly all actives have a fitted effect of over 65% in size
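IDH1-R132H (0.5 ug/mL) preincubated 30 min with compound, then NADPH (0.016 mM) and alpha-KG (2 mM) added; 80 min at RT, pH 7.5. Remaining NADPH coupled via diaphorase/resazurin to fluorescence (540/590 nm); concentration-response curves normalized to no-enzyme control.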
RXFP1 agonist: activates the human relaxin receptor RXFP1; HEK293T-RXFP1 cAMP TR-FRET, 30 min; response scale: percent of porcine relaxin response, buffer zero; Q9HBX9; Potency, µM (top dose mostly 57.5 µM), for inactives: top-dose activation, usual class: activators; AID 2676; hit rate 0.3% among 370,000; note: potency is the fitted concentration of half-maximal effect; % is set by controls: 0 for no effect and ±100 for the full control effect; nearly all actives have a fitted effect of over 60% in size; many of its hits are not listed in these tables
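HEK293 cells stably expressing RXFP1, treated 30 min at 37C with compounds plus PDE4 inhibitor Ro 20174; cAMP measured by HTRF TR-FRET. Normalized to buffer and 29 nM porcine relaxin; EC50 by Hill fit.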
TrxR1 substrate: rat thioredoxin reductase 1 substrate activity; O89049; purified TrxR1 substrate turnover, NADPH consumption readout; Potency, µM (titrated, usually from 114 µM), without a hit: at the top dose activity change, negative = substrate turnover; hit rate 0.01% among 390,000; AID 588456; note: potency is the fitted concentration of half-maximal effect; % is set by controls: 0 for no effect and ±100 for the full control effect; nearly all actives have a fitted effect of over 50% in size
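Rat TrxR1, dispensed at 90 nM, was prereduced with 400 uM NADPH (final) for 5 min at ~22 deg C, then incubated with compound 15 min before 400 uM selenite. A first-read NADPH fluorescence drop versus no-compound background flagged substrates.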
Vif-APOBEC3G blk: Vif-A3G binding inhibition | hit rate 0.076% among 410,000 | HeLa A3G-eYFP + Vif (tagged APOBEC3G with the HIV-1 protein that degrades it), YFP fluorescence, overnight | Q9HC16 | Potency, µM (highest dose often 46.1 µM), inactives show top-dose activity, negative = active, actives largely listed as inhibitors;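 note: potency is the fitted concentration of half-maximal effect; % is set by controls: 0 for no effect and ±100 for the full control effect; nearly all actives have a fitted effect of over 60% in size; hits raise eYFP signal because A3G escapes Vif-driven loss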
Target sequence (Q9HC16 whole entry, looked up): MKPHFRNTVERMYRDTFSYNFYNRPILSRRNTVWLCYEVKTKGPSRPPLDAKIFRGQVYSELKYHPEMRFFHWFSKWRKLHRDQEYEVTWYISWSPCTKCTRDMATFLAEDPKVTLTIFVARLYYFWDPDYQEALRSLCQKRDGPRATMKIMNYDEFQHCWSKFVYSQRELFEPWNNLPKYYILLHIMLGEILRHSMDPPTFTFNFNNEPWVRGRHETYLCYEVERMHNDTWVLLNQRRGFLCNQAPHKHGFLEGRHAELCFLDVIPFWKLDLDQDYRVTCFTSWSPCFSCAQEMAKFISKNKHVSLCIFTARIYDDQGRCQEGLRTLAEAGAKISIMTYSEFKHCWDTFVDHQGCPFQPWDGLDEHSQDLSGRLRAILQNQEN
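Read-out is eYFP fluorescence (Ex 488/Em 500-530) from Vif-expressing HeLa A3G-eYFP cells; more signal means A3G escaped Vif-mediated degradation. Cells plated overnight, compound pinned in, incubated overnight at 37 deg C.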
The depositor's hits bear a star; ? = inconclusive; · = no result given; & = joins results of further samples; [ ] = remark or other dose. Unless noted, calls come from the whole dose curve; as a rule, active = well fitted curve in the direction sought with a large enough effect; inconclusive = small, poorly fitted or top-dose-only effect, or another doubt; inactive = no such curve, though single readings can be large; an effect the other way counts as inactive or inconclusive. Not all compounds are listed (hit frequency here may not be typical).

Results follow in this order: USP1 inh, LDHA inh, Vif-A3F inh, GRP78 ERSR act, PI4K2A inh, IDH1 R132H inh, RXFP1 agonist, TrxR1 substrate, Vif-APOBEC3G blk
- COC(=O)c1ccc(NC(=O)CC2C(=O)N(c3ccc(C)cc3)C(=O)N2CC(C)C)cc1 (configuration not stated)
    -3%, -14, -9%, 1%, 7, -8%, 0.1%, -1%, 2%
- Cc1ccc(CN2CCC(CNC(=O)Nc3ccc(C)c(C)c3)C2)cc1 (configuration not stated)
    -23%, 0, -16%, -1%, 3, 20%, -0.9%, -2%, 4%
- CCCCN(C)C(=O)c1sc(=O)n(Cc2cc(Cl)ccc2OC)c1C
    ·, -4, ·, -2%, -3, ·, ·, ·, -1%
- Cc1ccc2oc(C(=O)N(C)Cc3ccon3)c(C)c2c1
    -5%, -4, -12%, 4%, -1, -7%, -0.9%, -2%, 0%
- CCc1ccc(NC(=S)N2CCC(NC(=O)c3ccccc3OC)CC2)cc1
    -2%, -4, -1%, 2%, 1, 8%, 1.2%, -4%, -1%
- CCOc1cccc(C(=O)Nc2ccncc2)c1
    -7%, -1, 7%, -1%, 14, 4%, -0.4%, 1%, -2%
- Cc1ccc(C(=O)NC2CC(C)(C)NC(C)(C)C2)cc1C
    -12%, -7&1, -8%, 1%, 3, -7%, 3.7%, 3%, -1%
- COc1ccc(CCC(=O)Nc2nc(C)c(C(=O)N(C)C)s2)cc1
    -9%, -2, 3%, -4%, -9, 11%, -1.0%, 1%, 3%
- O=C1NC(c2cc(Cl)cc([N+](=O)[O-])c2O)Nc2ccccc21 (configuration not stated)
    -21%, -5, -8%, -3%, 1, 7%, -0.1%, -12%, -1%
- Cc1ccc(C(=O)Nc2ccc(S(=O)(=O)N3CCCC3)cc2)s1
    -14%, -9, 10%, 0%, 0, -2%, 2.0%, 3%, -6%
- CC1(C(=O)NCc2ccco2)Cc2c(-c3ccccc3)ccnc2O1 (configuration not stated)
    ·, -3, ·, -4%, 2, ·, ·, ·, -24%
- Cc1nn(CC(=O)NCCCN2CCCCC2C)c(=O)c2cccn12 (configuration not stated)
    -6%, -3, -13%, -8%, -5, 2%, 3.3%, -5%, 0%
- O=C(c1ccco1)N(CCCN1CCOCC1)c1nc(-c2ccc(Cl)cc2)cs1
    -18%, 3, 2%, -1%, 9, 4%, 1.3%, 13%[57.1 µM], -2%
- C#CCOCCOCCOCCNc1nc(N2CCN(C(=O)[C@H]([C@@H](C)CC)n3cc([C@@H](N)CC(C)C)nn3)CC2)nc(N2CCN(C(=O)[C@H](CCCCN)n3cc([C@@H](N)C(C)CC)nn3)CC2)n1 (some centres not stated)
    -21%, -3, 9%, -2%, 0, -7%, -0.8%, 11%[57.1 µM], 0%
- COc1cccc(-c2cc3nc(-c4ccccc4)cc(N4CCC5(CC4)OCCO5)n3n2)c1
    -22%, -1, 1%, 1%, 2, -1%, 7.4%, 501%[activator], -1%
- CCOC(=O)c1ccccc1NC(=O)Cn1c2ncccc2c(=O)n1-c1ccccc1
    -24%, -3, 8%, -1%, 5, 0%, -0.2%, -3%[57.1 µM], 4%
- CC(=O)Nc1ccc(C(=O)Nc2nnc(CCc3ccccc3)s2)cc1
    -17%, -1, -11%, -1%, -1, 5%, ?, 24%, 2%
- CCN(CC)CCCN=C1N[C@@H](c2cccc(C(F)(F)F)c2)C(C(=O)OC)=C(C)N1CC
    -19%, ?, -1%, -6%, -5, 6%, ·, 0%, 5%
- O=C(NCCc1ccccc1)C1CCN(Cc2cc3ccccc3n2Cc2ccccc2)CC1
    -26%, -4, 0%, -2%, -2, 4%, -0.2%, -7%[57.1 µM], 4%
- Cn1/c(=N/NC(=O)c2cccc(OC(F)F)c2)sc2ccccc21
    -13%, 1, -1%, -2%, -4, -1%, 0.4%, 11%, -5%
- CCn1cc(C(=O)O)c(=O)c2cc(F)c(N3CCN(C(=S)NC(=O)c4cccc(C)c4)CC3)cc21
    -18%, 4, 0%, -5%, 1, 2%, 3.9%, 18%, 2%
- Cc1ccc(C)c(OC(=O)CN2C(=O)c3ccccc3C2=O)c1
    -34%, 2, 1%, -5%, -5, 5%, -0.4%, -6%[57.1 µM], 0%
- COc1ccccc1C(=O)NC(=O)CSc1nncn1C(C)C
    -9%, -5, 3%, -3%, -3, -2%, 0.8%, -4%, 2%
- c1cncc(-c2noc(CC3CCCCC3)n2)c1
    7%, -4, -1%, 1%, -3, -3%, 1.7%, -8%, 1%
- CCN1C(=O)C2(Nc3ccccc3-c3nc4ccccc4n32)c2cc(OC)ccc21 (configuration not stated)
    -24%, -4, 2%, -6%, -1, 0%, 1.5%, 1%, -4%
- CCC(=O)NCCCNc1nc2c(C)cccc2cc1C#N
    -10%, -5, -4%, -5%, 3, 4%, 2.6%, 55%[activator][57.1 µM], 1%
- C[C@H](O)[C@@H]1C(=O)N2CCc3ccc(-c4cccc(F)c4)cc3[C@@H]2C[C@@H]1N(C)S(=O)(=O)c1ccccc1
    ?, -1, 3%, -2%, 1, -17%[38.3 µM], ·, 1%, -6%
- CCN(CCCNC(=O)Cn1ncc2c(=O)oc3ccccc3c21)c1cccc(C)c1
    -4%, 0, 0%, -8%, 8, -10%, 8.1%, 11%[57.1 µM], 1%
- Nn1c(SCc2cccc(F)c2)nnc1-c1cccnc1
    -3%, 2, 6%, 3%, 5, 10%, 2.2%, 3%, -2%
- CCCC1C(C#N)=C(N)Oc2n[nH]c(C(C)(C)C)c21 (configuration not stated)
    -13%, 24, -3%, -7%, 3, 9%, -0.4%, -8%[57.1 µM], 0%
- CC(C)COP(=O)(c1ccc(N(C)C)cc1)C(O)c1ccc(N(C)C)cc1 (configuration not stated)
    -15%, -1, -13%, -1%, 2, 1%, 1.6%, 2%, 2%
- Cc1ccc(OCC(O)CNS(=O)(=O)c2ccccc2C(=O)N2CCCCC2)cc1 (configuration not stated)
    -13%, -12, -1%, -4%, 12, -4%, 0.8%, -2%, 0%
- CC1(C(=O)O)CCC(C(=O)Nc2ccc(Cl)c(Cl)c2)C1(C)C (configuration not stated)
    -7%, -2, 3%, -3%, -3, 9%, 1.4%, 8%, 1%
- Cc1cc(NC(=O)c2ccccc2F)nc2c1c(=O)oc1ccccc12
    -17%, -6, ?, 2%, -2, -2%, ?, -4%, 4%
- O=C(COC(=O)c1cc2c(s1)CCC2)Nc1ccc(F)cc1
    3%, 5, 7%, -1%, -20, 10%, -0.2%, -7%[57.1 µM], 0%
- Cc1cc(Nc2ccc(Cl)cc2)n(-c2ccccc2)n1
    -29%, -5, -3%, -3%, 2, 1%, -0.2%, 10%[57.1 µM], -7%
- CCOc1c2ccccc2nn1CCO
    -1%, -4, 6%, 0%, -5, -9%, -0.8%, 5%, 2%
- O=C(Cc1n[nH]c(=O)[nH]c1=O)N/N=C/c1cccc(Cl)c1
    -17%, -11, 1%, -5%, -4, 0%, -1.3%, -4%, 4%
- Cc1cc(C(C)(C)C)cc(C)c1C[n+]1ccc2ccccc2c1
    -17%, -2, -12%, 2%, 5, 0%, -0.3%, -4%, -1%
- Cc1cc(Cl)ccc1OCC(=O)N/N=C/c1ccncc1
    -9%, -4, -4%, -2%, 1, 13%, 2.4%, 5%, -5%
- CN(C)CCN(C)Cc1ccccc1Sc1cccc2ccccc12
    -12%, 2, 9%, -7%, -1, 7%, -0.1%, -16%, ?
- O=C(COC(=O)CCc1ccc(S(=O)(=O)N2CCOCC2)cc1)NC1CCCC1
    4%, -5, -8%, -4%, -2, 3%, -1.6%, -5%, -1%
- O=C(CC[C@H]1O[C@@H](n2cnc3c(NC(=O)c4ccccc4)ncnc32)[C@H](O)[C@@H]1O)NCc1ccc(OC(F)(F)F)cc1
    ·, -10, ·, -2%, 0, ·, ·, ·, 5%
- CCc1cccc(NC(c2nnc(-c3ccccc3)o2)c2ccc(F)cc2Cl)c1 (configuration not stated)
    -10%, 3, 0%, -2%, -5, -15%, -1.1%, 2%[57.1 µM], -3%
- COc1ccc(CNC(=O)c2cc3ccccn3n2)c(OC)c1
    -15%, -15, 1%, 1%, -2, -10%, 0.2%, 1%[57.1 µM], 2%
- COc1cc(OC)c(NC(=O)c2cn(C3CCCC3)c(=O)c3c2c2ccccc2n3C)cc1Cl
    -23%, -2, 5%, -1%, -1, -8%, 29%, 10%, 0%
- COc1cc(N2C(=O)NC3CC2(C)Oc2ccccc23)cc(OC)c1OC (configuration not stated)
    -22%, -6, 5%, -5%, 1, 2%, 0.9%, 8%[57.1 µM], -3%
- Cc1ccc(-n2cc(CN3CCN(Cc4nccn4C)CC3)c(-c3cccc(C)c3)n2)cc1
    -17%, 4, 7%, 2%, -2, 0%, -3.4%, 3%, 4%
- COC(=O)c1cn(C(=O)c2cccc(Br)c2)c2ccccc12
    -20%, -3, -1%, -3%, -9, 2%, 2.8%, 5%, 1%
- O=C(CNS(=O)(=O)c1ccccc1)NCc1ccco1
    -12%, 3, 1%, -3%, -2, 3%, -5.9%, 9%, 0%
- Cc1ccc(NC(=O)c2ccc3[nH]c(C)cc(=O)c3c2)cc1
    -7%, -9, -9%, 1%, -4, 1%, -2.1%, -10%, 3%
- O=C(COc1ccccc1)N1CCN(c2nnc(-c3ccccc3)c3ccccc23)CC1
    -9%, -5, -1%, -2%, -3, 9%, 2.6%, 5%[57.1 µM], -6%
- Cc1ccc(NC(=O)Cn2sc3nc(C)cc(C)c3c2=O)c(Cl)c1
    -3%, -7, -9%, -2%, -1, -1%, 5.5%, -12%, 0%

Screens deposited in PubChem BioAssay by National Center for Advancing Translational Sciences (NCATS).
